MITF inh = inhibitors of human MITF; AlphaScreen MITF homodimerization, bead proximity signal; inhibition, % at 2.6 µM; 650,000 tested, 0.91% active; AID 1259374; in the data active = inhibition above about 50%;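 also: 0% = vehicle wells with protein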
Target sequence (O75030 whole entry, looked up): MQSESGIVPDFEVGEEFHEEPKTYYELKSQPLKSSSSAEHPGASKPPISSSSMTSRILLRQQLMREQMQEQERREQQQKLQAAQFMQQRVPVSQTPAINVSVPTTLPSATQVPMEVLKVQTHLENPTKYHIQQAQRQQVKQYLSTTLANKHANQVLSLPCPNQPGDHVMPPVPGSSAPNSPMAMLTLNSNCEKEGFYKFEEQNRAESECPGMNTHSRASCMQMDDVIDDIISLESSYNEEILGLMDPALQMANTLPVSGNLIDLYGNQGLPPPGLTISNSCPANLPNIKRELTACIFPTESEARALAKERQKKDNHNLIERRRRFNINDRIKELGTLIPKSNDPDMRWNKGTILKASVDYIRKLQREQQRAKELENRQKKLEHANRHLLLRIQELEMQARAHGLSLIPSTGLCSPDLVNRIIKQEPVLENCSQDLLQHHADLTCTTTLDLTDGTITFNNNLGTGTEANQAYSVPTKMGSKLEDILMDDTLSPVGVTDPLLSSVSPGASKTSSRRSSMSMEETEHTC
TEAD-YAP block = TEAD-YAP interaction inhibition; HEK-TIYL cells, TEAD-Gal4/YAP UAS-luciferase luminescence; inhibition, % at 9.12 µM; 640,000 tested, 1.4% active; AID 1259422; in the data active = inhibition above about 32%;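 also: 0% = median of test compound wells and 100% = reference inhibitor wells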
FBW7 activator = activators of human E3 ligase FBW7; Q969H0; AID 1259310; AlphaScreen FBW7–phospho-cyclin E peptide binding, activator screen; 650,000 tested, 0.13% active; normalized activity (activation), % at 26.1 µM; in the data active = normalized activity above about 1.9%;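 also: purified mutant Fbw7 with reduced substrate affinity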
GPR151 ag = activates the human receptor GPR151. Q8TDV0. activation, % at 11.2 µM. PathHunter beta-arrestin GPR151 cells, luminescence. 650,000 tested, 1% active; in the data active = activation above about 4.9%;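 also: 0% = median of compound wells and 100% = cells with positive control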
Target sequence (Q8TDV0 whole entry, looked up): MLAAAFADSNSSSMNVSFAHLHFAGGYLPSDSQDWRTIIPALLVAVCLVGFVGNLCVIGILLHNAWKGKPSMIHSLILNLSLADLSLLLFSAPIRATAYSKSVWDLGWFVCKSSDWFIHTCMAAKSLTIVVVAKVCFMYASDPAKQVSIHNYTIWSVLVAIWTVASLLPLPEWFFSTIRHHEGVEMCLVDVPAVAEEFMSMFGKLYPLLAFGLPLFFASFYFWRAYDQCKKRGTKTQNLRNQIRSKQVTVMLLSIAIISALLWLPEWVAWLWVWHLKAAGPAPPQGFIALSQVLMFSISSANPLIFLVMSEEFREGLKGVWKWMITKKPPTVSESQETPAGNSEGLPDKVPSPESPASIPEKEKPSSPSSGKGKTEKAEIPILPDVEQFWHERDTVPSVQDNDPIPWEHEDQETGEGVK
Numbers without * were called inactive.

Compound	MITF inh	TEAD-YAP block	FBW7 activator	GPR151 ag
COc1ccc(CCNc2nc(NC3CCC(O)CC3)nc3c2ncn3-c2ccsc2)cc1 (stereo not given)	20	48*	0.0	1.5
Cc1cccc2cc(CC3CC(c4ccccc4)=NN3C(=O)CCC(=O)O)c(=O)[nH]c12 (stereo not given)	-1	4	0.1	0.0
O=C(CSc1nc2scc(-c3ccccc3)c2c(=O)n1-c1ccccc1)N1CCOCC1	0	-1	-0.2	0.4
O=C(Nc1ccc(NC(=O)c2ccccc2Cl)nc1)c1ccccn1	-6	-41	0.2	-0.4
O=C(CSc1nc2ccccc2[nH]1)Nc1ccc(Cl)cc1O	12	35*	1.1	-1.7
COc1cc(CN2CCN(Cc3ccc(Br)cc3)CC2)cc(OC)c1O	12	-19	0.2	-1.2
Cc1ccc(-n2nc3c(c2NC(=O)c2c(F)cccc2Cl)CS(=O)C3)cc1 (stereo not given)	3	1	-0.2	1.6
CCn1c2ccccc2c2cc(NC(=O)Cn3c4ccccc4c(=O)c4ccccc43)ccc21	-2	-9	0.1	0.9
CCN1CCN(C(c2nnnn2CCC(C)C)C(C)C)CC1 (stereo not given)	5	10	1.4	-0.5
O=C(Nc1ccc(Cl)cc1)Oc1ccc(N2CCCC2=O)cc1	9	-3	0.0	0.0
Cn1cnnc1SCc1csc(Nc2ccccc2)n1	2	-28	-0.1	2.3
CCc1ccccc1N(CC(=O)N(C)Cc1ccccc1)S(C)(=O)=O	-12	-1	-0.2	-0.3
O=C(Nc1ccc(Br)cc1Br)c1ccccc1F	3	-27	0.0	-0.5
Cc1ccc(-c2cc(C(F)(F)F)n3ncc(C(=O)NCCc4c[nH]c5ccccc45)c3n2)cc1	-5	-7	-0.1	2.1
CCNc1nc(-c2ccc(F)cc2)cs1	-4	-6	0.1	0.7
COCc1ccc(CN2CCc3c([nH]c4ccccc34)C2c2ccccn2)o1 (stereo not given)	3	-3	0.0	1.2
COc1ccc(S(=O)(=O)CCC(=O)Nc2ccc(F)c(F)c2)cc1	1	-8	-0.2	-0.9
CC1(C)CC(=NNC(=O)c2n[nH]c3c2CCCC3)CC(C)(C)N1	11	39*	0.2	-0.5
COc1ccc(O)c(C(=O)c2cnc3onc(C(C)C)c3c2)c1	-2	-6	-0.1	-1.3
COCCCNc1nc2c(c(=O)[nH]c(=O)n2C)n1CCOC	3	0	0.0	-0.4
CC(C)(C)c1cc(C(=O)N2CCn3cc(C(F)(F)F)nc3C2)n[nH]1	16	8	-0.1	-0.5
CC(C)N(C(=O)c1ccc([N+](=O)[O-])cc1)C(C)C	-1	3	0.1	1.2
O=[N+]([O-])c1cccnc1NCCc1ccccc1	17	-63	0.0	-9.2
O=C(CCC1(Cc2ccco2)CCC(=O)N1)NCCc1c[nH]c2ccccc12 (stereo not given)	15	17	1.1	-0.1

Gathered by group: those above with fluorine.
Compound	MITF inh	TEAD-YAP block	FBW7 activator	GPR151 ag
Cc1ccc(-n2nc3c(c2NC(=O)c2c(F)cccc2Cl)CS(=O)C3)cc1 (stereo not given)	3	1	-0.2	1.6
O=C(Nc1ccc(Br)cc1Br)c1ccccc1F	3	-27	0.0	-0.5
Cc1ccc(-c2cc(C(F)(F)F)n3ncc(C(=O)NCCc4c[nH]c5ccccc45)c3n2)cc1	-5	-7	-0.1	2.1
CCNc1nc(-c2ccc(F)cc2)cs1	-4	-6	0.1	0.7
COc1ccc(S(=O)(=O)CCC(=O)Nc2ccc(F)c(F)c2)cc1	1	-8	-0.2	-0.9
CC(C)(C)c1cc(C(=O)N2CCn3cc(C(F)(F)F)nc3C2)n[nH]1	16	8	-0.1	-0.5

(list continues)
Compound	MITF inh	TEAD-YAP block	FBW7 activator	GPR151 ag
COCCCNc1nc(CN(C)C(C)c2nc(C)cs2)nc2ccc(C)cc12 (stereo not given)	5	4	-1.1	0.6
O=C(Nc1ccc2sccc2c1)c1ccc([N+](=O)[O-])s1	2	-50	0.0	-0.3
CCOC(=O)c1sc2nc3c(c(-c4ccc(C)o4)c2c1N)CCCC3	-13	0	0.3	2.9
O=[N+]([O-])c1ccc(COc2ccccc2C2N(Cc3ccccc3)CCN2Cc2ccccc2)cc1	18	-2	0.4	-1.2
COc1cc2[nH]c(=O)c(C(=O)NCCCN3CCN(C)CC3)c(O)c2cc1OC	4	-1	-0.3	-0.3
O=C(O)c1ccc(-n2nnnc2-c2ccccc2)cc1	1	5	0.1	2.6
O=C(NC1CCCCCC1)c1ccc2c(=O)n(-c3ccccc3)c(=O)[nH]c2c1	11	11	0.4	-1.0
O=C(O)Cc1ccc2oc(-c3ccccc3)nc2c1	7	-1	0.0	0.5
CCCN(CCC)CCCNC(=O)C(=O)Nc1ccc(I)cc1	-1	3	0.1	11*
Cc1cc(Br)c(NC(=O)CN2CCCC2)c(Br)c1	25	-24	-0.1	0.0
CCn1c2cc(C)sc2c2cnn(CC(=O)NCc3ccc(F)cc3)c(=O)c21	1	-1	-0.1	0.6
CCOc1ccc(-n2c3nc4ccccc4nc3c3c(=O)n(CCOC)c(C)nc32)cc1	0	6	0.0	0.3
CN(C)N=Nc1ccc(S(=O)(=O)N2CCSC2C(=O)O)cc1 (stereo not given)	-1	4	0.2	-0.1
Cc1ccc(NC(=O)CS(=O)CC(=O)Nc2ccc(N3CCOCC3)cc2)cc1Cl (stereo not given)	-11	-2	0.0	0.3
N#Cc1cc(C#N)c(SCC(=O)Nc2ccccc2Br)nc1N	4	-18	-0.1	1.8
Nc1cccc(-c2nc(Nc3ccc(N4CCOCC4)cc3)c3ncn(Cc4ccc(C(F)(F)F)cc4)c3n2)c1	2	-4	0.1	1.2
O=C(CN1C(=O)C2C3C=CC(C3)C2C1=O)NCCc1ccc(Cl)cc1 (stereo not given)	7	-10	-0.1	-1.7
COCc1c(C(=O)N/N=C/c2cc(Br)ccc2F)nnn1-c1nonc1N	21	4	0.7	0.3
CCC(C)N1CCC(=O)N(CCOc2ccc(F)cc2)CC1 (stereo not given)	-5	-9	-0.2	1.4
COc1ccccc1-n1cnnc1SCC(=O)NC12CC3CC(CC(C3)C1)C2	-11	-11	-0.1	-1.1
O=C(Cc1ccccc1)Nc1ccc(I)cc1	12	-45	0.2	-0.3
COc1cc(Cl)c(CN2CCc3nnc(C(C)C)n3CC2)cc1OC	10	0	0.0	0.3
FC(F)(F)c1cccc(N2CCN(c3ncnc4sc(-c5ccccc5)cc34)CC2)c1	12	3	0.1	1.0
CCCCC(O)(CCCC)C1=NN(c2ccc(C)cc2)C(=O)C(c2ccccc2)(c2ccccc2)O1	-2	-2	0.1	-1.0
CC(Oc1ccc(C(C)(C)C)cc1)c1nc(-c2cccnc2)no1 (stereo not given)	11	0	0.4	0.0
COc1ccc(C(=O)NC(=S)NCc2ccccc2)cc1	17	-2	-0.1	11*
Cc1ccc(C(=O)N2CCN(C(=O)CSc3nnc(N)s3)C2)cc1	15	-2	0.1	0.2
COC(=O)c1ccccc1NC(=O)Cn1c([N+](=O)[O-])cnc1C	0	-12	-0.2	2.0
CC1=C(C(=O)c2ccccc2)C(c2ccc(C(C)C)cc2)NC(=O)N1 (stereo not given)	3	-6	0.1	0.7
CSc1nn2c(C)cc(C)nc2c1C#N	-1	1	0.1	0.0
Cc1ccc(CNC(=O)C(C)n2nc(C)c3sc4ccccc4c3c2=O)cc1 (stereo not given)	-2	8	0.2	-0.4
CCn1c(=O)c2cc(C(=O)N3CCCC(C)C3)sc2c2ccccc21 (stereo not given)	-1	-8	0.0	0.3
CCC(=O)OCCNc1cc(N2CCN(C)CC2)c2noc3c2c1C(=O)c1ccccc1-3	32	13	-1.4	-0.5
COc1c(Cl)cc(Cl)cc1/C=N/NC(=O)c1ccccc1	-2	-11	0.2	0.3
COc1ccc(C(=O)n2nc(-c3ccco3)nc2SC)cc1OC	9	-13	0.1	-1.0
CCC(C(=O)Nc1ccc(S(=O)(=O)N2CCN(C)CC2)cc1)c1ccccc1 (stereo not given)	8	3	-0.3	-0.2
NC(=O)c1cccc(S(=O)(=O)Nc2cccc(Cl)c2)c1	2	-5	0.1	0.9
Cc1cc(C)c(C#N)c(Nc2ccccc2Cl)n1	-5	9	-0.1	-1.1
CC(C)N1C(=O)S/C(=C/c2ccc3c(c2)n(C)c(=O)n3C)C1=O	3	3	-0.1	1.2
COC(=O)c1ccc(CN2CCN(c3ccccc3F)CC2)cc1	49	3	0.0	0.5
Cc1c(NC(=O)CSc2nnnn2C)c(=O)n(-c2ccccc2)n1C	-1	-4	0.0	2.1
CC(C)N(C1=C(C(=O)c2ccccc2)N(CC(N)=O)S(=O)(=O)c2ccccc21)C(C)C	13	1	0.1	-0.3
CC(C)c1ccc(OCC(=O)NCc2nc(-c3ccccc3)no2)cc1	-1	8	-0.1	-1.5
CCNC(=O)OC(CC)C12CC3CC(CC(C3)C1)C2 (stereo not given)	7	9	0.2	0.2
N#Cc1cc2c([nH]c1=S)CCCC2	-7	-1	-0.1	-0.5
Cc1ccc(S(=O)(=O)NCCc2nnc3ccc(SCC(N)=O)nn23)cc1	2	-2	0.1	-0.8
Cc1ccc(C)c(N2CC(C(=O)Nc3ccc(Br)cc3)CC2=O)c1 (stereo not given)	-27	4	0.3	1.3
CCOc1ccc(CN2CCN(Cc3ccccc3C)C(CCO)C2)cc1CO (stereo not given)	-3	7	-0.1	-0.5

The results go on:
Sequence of screens – MITF inh	TEAD-YAP block	FBW7 activator	GPR151 ag
- O=C(Nc1ccc(F)cc1F)NC1(C(=O)N2CCCCC2)CCCCC1
 : 10	-1	0.0	0.1
- Cc1ccc(Cl)cc1NC(=O)c1sc2nc3c(cc2c1N)C(=O)CCC3
 : -4	5	-0.1	0.0
- O=C1CCCC2=C1C(c1ccccc1[N+](=O)[O-])c1c(ccc3ncccc13)N2 (stereo not given)
 : 18	1	0.0	-0.7
- Cc1cccc(-c2noc(CNC(=O)COc3ccc(Br)c(C)c3)n2)c1
 : -7	4	0.0	-0.9
- COc1ccccc1-n1cnc2cc(NCc3cccc(OC)c3OC)ccc21
 : -4	-9	-0.1	-2.2
- Cc1ccc(N2C(=O)NC(=O)/C(=C\c3ccc(O)c([N+](=O)[O-])c3)C2=O)cc1C
 : -6	6	0.1	-0.4
- O=S1(=O)CCC(S(=O)(=O)n2cnc3ccccc32)C1 (stereo not given)
 : 3	-1	0.0	-0.3
- C=CCN1C(=O)C(C)(C)COc2cc(NC(=O)c3cc(OC)c(OC)c(OC)c3)ccc21
 : 17	0	0.0	0.3
- O=C(CCNC(=O)Cn1ccc2ccccc2c1=O)NCCN1CCOCC1
 : -2	6	0.0	1.7
- COc1ccc(Nc2ccnc3c(-c4ccc(O)cc4)cnn23)cn1
 : -15	91*	0.2	-1.5
- Cc1cc(C)n2c(SCC(=O)Nc3ccccc3C(=O)O)nnc2n1
 : 6	-1	0.0	0.0
- CN(Cc1ccccc1)c1ccc(C(F)(F)F)cn1
 : -19	5	0.2	0.3
- COCC(=O)NC(CC(C)C)c1nnc2n1CCN(Cc1ccccc1OC)CC2 (stereo not given)
 : 13	8	0.1	-0.3
- COC(=O)C1=C(N)Oc2cc(C)n(CC3CCCO3)c(=O)c2C1c1ccc(OC)cc1 (stereo not given)
 : 14	10	0.1	-0.4
- CCCC/C=C/c1cnc2[nH]c(=O)n(CCCN3CCOCC3)c2n1
 : 18	-2	0.2	0.1
- COc1ccc(S(=O)(=O)NNC(=O)C(O)(c2ccc(Cl)cc2)c2ccc(Cl)cc2)cc1
 : 9	-4	0.4	0.4
- CCOc1ccc(C(=O)Nc2ccc(-c3nc4cc(C)c(C)cc4o3)cc2)cc1
 : -11	-13	0.0	-1.2
- OC(CNCC1CCCCC1)COc1ccccc1 (stereo not given)
 : -5	-5	0.0	0.1
- Cc1ccsc1/C=N/NC(=O)c1nnn(-c2nonc2N)c1CN(C)C
 : 10	0	0.2	0.0
- O=C(Nc1c(C(=O)Nc2ccc(Br)cc2)cnn1-c1ccccc1)c1ccc(Cl)cc1
 : 14	10	0.1	4.2
- Cc1ccc(C(=O)Oc2ccc3c(c2OC(=O)c2ccc(C)cc2)-c2cccc4c2C(C3)N(C)CC4)cc1 (stereo not given)
 : 14	-11	0.1	-0.1
- COc1cccc(-c2nnc(Nc3nc4ccc(F)cc4s3)o2)c1
 : -8	-6	-0.1	0.3
- O=C(Nc1cccc(Cl)c1)N(C1=NCCC1)c1ccccc1
 : -9	-7	0.0	-0.7
- COc1ccc(/C=C2\C=C(c3ccccc3)N(c3ccc(Br)cc3C)C2=O)cc1Br
 : -13	0	0.2	1.4
- Cc1c(C(=O)NCc2cccnc2)sc2ncnc(N3CCOCC3)c12
 : 9	4	0.0	0.8
- COc1ccc(/C=N\Nc2cc(C)nc(-c3ccccc3O)n2)c(OC)c1
 : 6	-5	0.7	1.0
- Cc1cc2nc(N3CCCN(Cc4ccc(CO)o4)CC3)nc(C)c2cc1C
 : 0	-5	-0.2	1.6
- CC1CCC(N2CC(=O)N(C3CCCCC3)C(c3ccc(Cl)cc3)C2=O)CC1 (stereo not given)
 : 17	9	0.3	-0.3
- CC(C)N(C(C)C)S(=O)(=O)c1ccc(NC2CCCCC2)nc1
 : 13	-48	0.4	-1.5
- C=CCNc1nc(NCc2ccco2)nc(OCC)n1
 : 13	5	0.0	-1.6
